# Pol III holo inh = inhibitors of bacterial DNA polymerase III holoenzyme; reconstituted DNA polymerase III holoenzyme replication, biochemical; Potency, µM (doses to about 57.1 µM), inactives show top-dose activity change, negative = inhibition; 71,000 compounds, 0.25% hits; AID 603; further: potency means the concentration at half of the fitted maximal effect; on the % scale 0 is the no-effect control and ±100 the full control effect
#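 Reconstituted *E. coli* holoenzyme (0.35 nM Pol III, 1 nM beta, 154 nM SSB, 2 nM primase) was preincubated with compound for 15 min at RT. Synthesis on 1.4 nM ssM13Gori ran 35 min, then was stopped with PicoGreen/EDTA and read as dsDNA fluorescence.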
# HBB splicing = alters splicing of the hemoglobin beta chain; Potency, µM (doses to about 46.1 µM), for the others: at the top dose activation, most hits filed as activators; HBB splicing reporter cell assay, activation; EGFP reporter with mutant IVS2-654 intron; response scale: normalised to 500 nM splice-correcting PNA; 65,000 compounds, 0.06% hits; further: potency means the concentration at half of the fitted maximal effect; 0% is about no effect
#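 HeLa cells stably expressing EGFP interrupted by mutant beta-globin intron 2 (IVS2-654), 500/well in 2% FCS. Treated with compound for 2 days at 37C. Splicing correction scored as total well GFP intensity (488 nm excitation, 500-520 nm emission); 500 nM antisense PNA served as control.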
# Hsp90 Hop PPI = changes Hsp90-Hop TPR2A binding signal, up or down | AlphaScreen TPR2A-His6 binding biotin-Hsp90 C-terminal peptide | AID 595 | 71,000 compounds, 0.44% hits | Potency, µM (top dose mostly 57 µM), for inactives: at the top dose activity change, negative = inhibition; active means well fitted curve in either direction with a large enough effect; inconclusive means small, poorly fitted or top-dose-only effect, or another doubt; further: potency means the concentration at half of the fitted maximal effect; on the % scale 0 is the no-effect control and ±100 the full control effect; many of its hits are not listed in these tables
# CRE Fsk mod = CRE-bla signaling modulation under forskolin stimulation | Potency, µM (doses to about 38.2 µM), for inactives: top-dose activity change, negative = inhibition, actives largely listed as activators | CHO CRE-bla reporter (cAMP response element driving beta-lactamase), forskolin EC10, beta-lactamase ratio | 71,000 compounds, 2.5% hits | AID 662; active means well fitted activation curve with a large enough effect in the signal ratio, with a control signal flat, not every such curve was filed as active; inconclusive means small, poorly fitted or top-dose-only effect, or effect the other way, or a change in a side signal; the % refers to the signal ratio; further: potency means the concentration at half of the fitted maximal effect; % of control where 0% means no effect
#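 AC50 values, positive or negative, reflect shifts in EC10 NKH 477-induced CRE-bla reporter activity in CHO cells. Incubation lasted 3 h at 37 °C before CCF4 substrate (2 h, room temperature) and ratiometric 460/530 nm reading.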
# 15-hLO inh = blocks human 15-lipoxygenase activity | 74,000 compounds, 1.4% hits | purified 15hLO-1, xylenol orange hydroperoxide absorbance | Potency, µM (doses to about 57.1 µM), inactives show at the top dose activity change, negative = inhibition, actives largely listed as inhibitors | P16050 | AID 887; further: potency means the concentration at half of the fitted maximal effect; on the % scale 0 is the no-effect control and ±100 the full control effect; nearly all actives have a fitted effect of over 55% in size
# Target sequence (P16050 whole entry, looked up): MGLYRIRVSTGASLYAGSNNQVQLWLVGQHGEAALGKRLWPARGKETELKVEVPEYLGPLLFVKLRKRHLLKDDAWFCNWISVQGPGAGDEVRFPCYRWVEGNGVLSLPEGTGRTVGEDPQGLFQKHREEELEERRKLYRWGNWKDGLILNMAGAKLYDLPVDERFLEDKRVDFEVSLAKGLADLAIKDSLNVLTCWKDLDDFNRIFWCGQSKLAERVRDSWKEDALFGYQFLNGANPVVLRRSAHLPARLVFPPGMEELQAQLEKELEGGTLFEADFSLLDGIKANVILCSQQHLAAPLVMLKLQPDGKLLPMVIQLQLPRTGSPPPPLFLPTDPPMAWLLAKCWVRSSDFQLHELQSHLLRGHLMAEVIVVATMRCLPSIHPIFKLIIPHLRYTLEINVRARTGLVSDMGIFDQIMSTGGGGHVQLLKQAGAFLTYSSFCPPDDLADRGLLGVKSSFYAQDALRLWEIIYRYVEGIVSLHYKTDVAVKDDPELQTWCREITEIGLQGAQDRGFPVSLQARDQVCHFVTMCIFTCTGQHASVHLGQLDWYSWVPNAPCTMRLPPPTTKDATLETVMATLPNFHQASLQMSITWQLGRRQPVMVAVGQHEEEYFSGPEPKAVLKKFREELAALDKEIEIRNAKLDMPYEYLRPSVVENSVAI
#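 Readout: Fe(III)-xylenol orange absorbance, 573-to-405 nm ratio as reaction progress. Enzyme 40 nM purified human 15hLO-1, substrate 50 uM arachidonic acid, 6 min RT after 15 min compound preincubation; Hepes pH 7.5 buffer with Triton X-100.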
# GFP derepression = epigenetic GFP locus derepression in mouse cells; mouse C127i GFP locus derepression, cytometry, 30 h; Potency, µM (top dose mostly 46.1 µM), for the others: at the highest dose GFP derepression (activation); 68,000 compounds, 0.09% hits; AID 597; further: % of control where 0% means no effect
#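 Locus derepression in mouse mammary C127i cells whose integrated CMV-GFP reporter is normally silent; GFP expression after 30 h compound treatment was quantified by counting fluorescent cells.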
# BRCT inh red = inhibitors of human BRCA1 BRCT-phosphoprotein interaction (red fluorophore); Potency, µM (titrated, usually from 76.9 µM), for the others: top-dose activity change, negative = inhibition, most hits filed as inhibitors; P38398; BRCT-phosphopeptide binding, red fluorescence polarization; AID 892; 75,000 compounds, 0.03% hits; further: on the % scale 0 is the no-effect control and ±100 the full control effect
#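 Fluorescence polarization: 100 nM His-tagged BRCA1 BRCT with 100 nM TAMRA-labelled phospho-BACH1 decapeptide, phosphate buffer pH 7.3 with 150 mM NaCl, DTT, 0.01% Tween 20; 12 min RT. Binding inhibition seen as FP decrease.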
# BRCT inh green = blocks human BRCA1 BRCT binding to phosphopeptide, green readout; AID 875; Potency, µM (series often up to 76.9 µM), inactives show at the highest dose activity change, negative = inhibition, actives largely listed as inhibitors; 75,000 compounds, 0.05% hits; P38398; BRCA1 BRCT-phosphopeptide binding, green fluorescence polarization;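 further: potency means the concentration at half of the fitted maximal effect; plate controls were peptide without protein for full effect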
#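 Fluorescence polarization: His-tagged BRCT (~35 kDa BRCA1 C-terminus, 250 nM) bound to 100 nM fluorescein-labeled phosphorylated 10-aa BACH1 peptide, pH 7.3 phosphate buffer with DTT and Tween 20. Compounds incubated 12 min at room temperature; inhibition read as lowered polarization.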
# HADH2 inhib = inhibitors of human HADH2 dehydrogenase; Q99714; recombinant HADH2, NADH fluorescence, beta-hydroxybutyryl-CoA; Potency, µM (series often up to 57.1 µM), without a hit: at the top dose activity change, negative = inhibition, hits mostly inhibitors; 73,000 compounds, 3.4% hits; further: potency means the concentration at half of the fitted maximal effect; on the % scale 0 is the no-effect control and ±100 the full control effect; nearly all actives have a fitted effect of over 60% in size; many of its hits are not listed in these tables
# Target sequence (Q99714 whole entry, looked up, one chain of several): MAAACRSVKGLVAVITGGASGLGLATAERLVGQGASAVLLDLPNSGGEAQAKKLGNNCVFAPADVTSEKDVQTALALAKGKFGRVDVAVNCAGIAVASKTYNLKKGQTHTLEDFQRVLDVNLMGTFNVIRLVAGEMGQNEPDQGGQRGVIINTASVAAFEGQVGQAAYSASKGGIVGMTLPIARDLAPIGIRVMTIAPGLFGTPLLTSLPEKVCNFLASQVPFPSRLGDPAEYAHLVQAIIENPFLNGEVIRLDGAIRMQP
#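 E. coli-expressed His-tagged HADH2 tested at 20 nM in alkaline Tris buffer (pH 9.0); oxidation of 90 uM beta-hydroxybutyryl-CoA with 1 mM NAD+ tracked fluorimetrically for 4 min.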
# USP2a inh = blocks human ubiquitin-specific protease USP2a | USP2a enzymatic assay, qHTS inhibition | Potency, µM (titrated, usually from 38.3 µM), inactives show at the top dose activity change, negative = inhibition, hits mostly inhibitors | 60,000 compounds, 0.1% hits | O75604 | AID 927;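 further: potency means the concentration at half of the fitted maximal effect; nearly all actives have a fitted effect of over 60% in size; plate controls were DMSO for no effect and NEM full inhibition control for full effect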
#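 USP2 core (20 nM final) was preincubated with compound for 30 min at RT in 20 mM Tris-HCl pH 8.0, 2 mM CaCl2, 2 mM beta-mercaptoethanol; Ub-PLA2 (20 nM) plus NBD C6-HPC (20 uM) then added, fluorescence read after 2.5 h.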
# Ub-GFP proteasome = proteasome inhibitors stabilizing ubiquitin-GFP reporter; Ubiquitin-GFP reporter cells, proteasome inhibition, GFP fluorescence; response scale: untreated = 0%, 10 µM MG-132 = 100%; 67,000 tested, under 10 active; Potency, µM (top dose mostly 45.9 µM), for inactives: top-dose activation (GFP accumulation), actives largely listed as activators; AID 526; active means well fitted activation curve with a large enough effect, not every such curve was filed as active; inconclusive means small, poorly fitted or top-dose-only effect, or another doubt; inactive means no such curve, though single readings can be large or run the other way; further: potency means the concentration at half of the fitted maximal effect
#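 Reporter cells (U2OS, ubiquitin-G76V-GFP fusion) are plated overnight, then treated 4 hr at 37 °C with compound titrations from 46 uM down to 2.9 nM. Activity is scaled against untreated cells and 10 uM MG-132.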
# * = called active by the depositor; ? = inconclusive; . = no result given; [ ] = remark or other dose. Unless noted, the call rests on the fitted dose curve; in most records, active means well fitted curve in the direction sought with a large enough effect; inconclusive means small, poorly fitted or top-dose-only effect, or another doubt; inactive means no such curve, though single readings can be large; an effect the other way counts as inactive or inconclusive. These rows are one share of the data (hit frequency here may not be typical).
SMILES,Pol III holo inh,HBB splicing,Hsp90 Hop PPI,CRE Fsk mod,15-hLO inh,GFP derepression,BRCT inh red,BRCT inh green,HADH2 inhib,USP2a inh,Ub-GFP proteasome
CC(=O)N1[C@H](Cc2ccccc2)C=C[C@]1(C)C(=O)NCc1ccc(C)o1,-10.7%,-0.5%,-4.1%,-15.8%,3.5%,.,0.5%,-0.5%,3.3%,.,.
C=CCn1c(SCC(=O)Nc2c(C)cccc2C)nnc1-c1cnccn1,-1.4%,3.4%[0.369 µM],-6.0%,?,4.3%,-0.5%,-0.1%,-0.2%,-6.5%,4.5%,.
O=C(Cn1cnc2c(nnn2Cc2ccc(Cl)cc2)c1=O)N1CCCc2ccccc21,5.4%,1.7%,-1.8%,?,14.3%,0.3%,-1.3%,2.3%,20.7%,32.3%[activator],-2.1%
O=C(c1ccc(Cl)cc1)c1ccc(OCC(O)CN2CCOCC2)cc1 (configuration not stated),-1.1%,-1.9%,-1.3%,3.0%,1.4%,4.4%,0.0%,-0.2%,8.2%,14.1%,6.6%
CCCCC(=O)Nc1ccc2c(c1)OCCO2,-7.0%,10.7%,-8.6%,-0.9%,3.1%,4.8%,-1.7%,-4.0%,-4.8%,-3.9%,-2.5%
CCCCCCC#CC1C=CC(OC(=O)OCC)C(COC(=O)OCC)O1 (configuration not stated),.,2.4%[9.22 µM],.,.,-6.2%[11.4 µM],.,0.9%[15.4 µM],-1.1%[15.4 µM],-10.9%[11.4 µM],.,.
Cc1cccc(N2C(=O)c3cccc4c(N(C)CCO)ccc(c34)C2=O)c1,16.7%[11.4 µM],20µM*,13.0%[11 µM],?,-14.4%[11.4 µM],0.0%,-5.2%,7.2%,1.9%[11.4 µM],41.4%[activator][7.66 µM],-4.2%[9.17 µM]
Cc1c(C(=O)N2CCOCC2)sc2ncnc(N3CCc4ccccc4C3)c12,-1.8%,2.0%,-0.4%,?,-6.0%,-2.9%,0.1%,-0.6%,-7.8%,20.0%,-11.8%
CCc1c(O)nc(SCc2ccccc2)n(C(C)CC)c1=O (configuration not stated),1.0%,-2.2%,-3.9%,4.1%,-4.2%,0.0%,-0.2%,2.2%,0.9%,11.3%,-2.5%
Cc1ccc(C)c(N2CCN(C(=O)C3CCCN(S(=O)(=O)c4c(C)[nH]c(=O)[nH]c4=O)C3)CC2)c1 (configuration not stated),-0.6%,3.3%[1.84 µM],-6.8%,0.5%,-23.1%,-2.0%,0.3%,-1.6%,-1.5%,34.0%[activator],5.7%
C=C(C)CSc1nnc(-c2cccc(Cl)c2)n1N,-1.9%,3.7%[1.84 µM],-2.8%,-4.5%,-4.5%,0.0%,-0.5%,-2.3%,4.2%,8.5%,4.5%
CCOC(=O)N1CCN(C(=O)Nc2ccc3nc(-c4ccccn4)c(-c4ccccn4)nc3c2)CC1,-3.1%,-1.2%,-1.6%,6.5%,?,2.5%,1.7%,-4.6%,?,40.9%[activator],-4.6%
CCOc1cc(C(=O)N2CCCC2)cc(OCC)c1OCC,-4.8%,1.0%,-2.5%,?,1.3%,2.9%,-0.9%,-6.0%,5.7%,2.2%,0.0%
CC(C)[C@H](Sc1nc(N)nc2nc[nH]c12)C(=O)O,-2.8%[11.4 µM],0.2%[9.22 µM],3.2%[11 µM],4.2%[7.6 µM],-3.9%[11.4 µM],2.3%[9.22 µM],2.8%[15.4 µM],-2.0%[15.4 µM],1.9%[11.4 µM],.,-1.4%[9.17 µM]
Cc1cc2ncn(C(=O)c3ccc4c(c3)OCO4)c2cc1C,-5.9%,2.9%[0.369 µM],-0.8%,-18.9%,-13.6%,1.6%,1.7%,-4.1%,0.6%,0.6%,.
O=C(CSc1nnc(CNC(=O)c2ccccc2F)o1)c1ccccc1,-3.8%,-1.0%,-0.6%,-10.1%,-4.9%,-2.0%,-1.4%,1.9%,?,6.2%,5.1%
CCOC(=O)CSc1nc2cc(C(=O)NCC3CCCO3)ccc2c(=O)n1Cc1ccco1 (configuration not stated),-3.3%,-0.7%,-5.3%,22.5%,-7.0%,-1.4%,-0.9%,1.2%,0.8%,8.9%,-9.1%
Cc1nn(C)c(C)c1NC(=O)CN1CCC(O)(c2ccc3c(c2)OCO3)CC1,1.6%,0.2%[57.5 µM],-5.0%,-1.2%,-4.5%,1.6%,0.0%,-1.9%,-3.0%,-6.3%,-1.9%
CN(C)S(=O)(=O)N1CCc2ccccc2C1,1.2%[11.4 µM],-4.1%[0.0738 µM],-1.9%[11 µM],?,-0.2%[11.4 µM],-1.5%,0.1%,-2.3%,-2.5%[11.4 µM],3.2%[7.66 µM],12.4%[9.17 µM]
CCC(O)c1cc2c(cc1NC(=O)c1cccs1)OCCO2 (configuration not stated),-6.0%,-1.2%,-4.5%,?,?,0.2%,0.9%,-0.6%,17.1%,1.4%,-0.1%
CCOC(=O)C1C(=O)C(C(=O)OCC)C(c2cccnc2)NC1c1cccnc1 (configuration not stated),1.7%,-1.8%,-1.7%,-6.6%,-4.6%,-3.2%,1.3%,-2.6%,1.3%,1.5%,-4.4%
O=c1c2ccccc2ncn1Cc1nc2ccccc2s1,-1.3%,-9.7%,-1.5%,22.9%,8.4%,-2.3%,-0.7%,1.1%,-3.3%,4.4%,2.5%
CCOC(=O)c1c(C)c(C(=O)N2CCCCCC2)c(C)n1C,-5.3%,-1.7%,-7.1%,11.4%,8.0%,0.1%,0.0%,-0.6%,0.0%,10.0%,-2.8%
COC(=O)CSc1ccc2c(N)c(C(=O)OC)sc2c1,-2.9%,-0.7%,18.1%,1.0%,?,1.8%,-2.3%,-1.7%,94.4%[activator],-1.5%,14.6%
COc1ccc(S(=O)(=O)NCc2ccccn2)c(Cl)c1Cl,-1.7%,-2.8%,-12.4%,-1.7%,-0.7%,6.5%,-0.7%,-1.3%,2.7%,-1.0%,-6.9%
SMILES,Pol III holo inh,HBB splicing,Hsp90 Hop PPI,CRE Fsk mod,15-hLO inh,GFP derepression,BRCT inh red,BRCT inh green,HADH2 inhib,USP2a inh,Ub-GFP proteasome
O=C(OC1CCOC1=O)c1ccc(S(=O)(=O)N2CCCCCC2)cc1 (configuration not stated),1.4%,-1.8%,-1.8%,-9.5%,6.9%,0.0%,0.1%,-2.8%,-3.2%,4.2%,1.9%
c1ccc(N2CCN(c3ncnc4sc5c(c34)CCC5)CC2)cc1,-3.6%,-1.6%,-0.3%,-15.2%,-26.0%,0.0%,1.1%,2.6%,0.1%,-5.3%,-3.4%
COc1cc2c(cc1NC(=O)Cn1cnc3c1c(=O)n(C)c(=O)n3C)oc1ccccc12,-2.4%,-0.1%,-5.6%,?,-2.6%,0.1%,0.1%,0.8%,-1.1%,41.7%[activator],1.5%
CC(=O)OC[C@@H]1O[C@@H](O/N=C2/C[C@@H](O)[C@@H](O)[C@@H]3[C@@H]4C(=O)N(Cc5ccc6c(c5)OCO6)C(=O)[C@H]4CC[C@@H]23)[C@H](OC(C)=O)[C@H](OC(C)=O)[C@@H]1OC(C)=O,.,2.1%[9.22 µM],.,.,-2.5%[11.4 µM],.,-1.1%[15.4 µM],-1.8%[15.4 µM],7.6%[11.4 µM],.,.
COc1ncc2ncc(=O)n(C[C@H]3CCCO3)c2n1,-2.7%,1.3%,-9.0%,10.2%,6.5%,5.0%[9.22 µM],0.0%,-3.5%,-14.9%,-2.2%,5.4%
COCCNC(=O)c1cc(-c2ccccc2OC)on1,-6.7%,2.1%,-3.3%,?,1.9%,0.0%,-0.7%,0.3%,-2.2%,.,4.2%
CCOc1ccccc1OCCCC(=O)N1CCN(S(=O)(=O)c2cccc(F)c2)CC1,-3.4%,1.9%,1.8%,-2.9%,10.3%,-1.0%,0.7%,-2.3%,-1.0%,8.9%,-1.7%
Cc1cc(C)nc(NC2=NCCN2C(=O)NC2CCCCC2)n1,-10.8%,0.2%,1.6%,10.9%,7.4%,-2.1%,-1.4%,-0.2%,11.6%,7.0%,7.6%

# From PubChem BioAssay
